# DNMT1 block: human DNMT1 methyltransferase inhibitors, primary screen, biochemical, molecular beacon, fluorescence, HinP1I cleavage, uHTS | DNA (cytosine-5)-methyltransferase 1 (Homo sapiens), P26358 | inhibition (reported as % activation of signal), % at 10 µM | 0.83% of 360,000 active | AID 588458, 2011; in the data active means inhibition above about 50%
# NadD inh: inhibitors of S. aureus NadD, primary screen, biochemical, colorimetric, uHTS. purified NadD enzyme, colorimetric absorbance read-out. Nicotinate-nucleotide adenylyltransferase NadD (Staphylococcus aureus N315). 0.78% of 360,000 active. inhibition, % at 20 µM; in the data active means inhibition above about 26%; further: some compounds past the cut are filed as inactive
# Rpn11 block: Rpn11 (PSMD14) deubiquitinase inhibitors, primary screen, biochemical, fluorescence polarization, uHTS; 0.59% of 360,000 active; calls only at 20 µM; 26S proteasome non-ATPase regulatory subunit 14 (Homo sapiens), O00487; human 26S proteasome, Ub4-pepOG fluorescence polarization; 20S core pre-blocked with epoxomicin;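 active means inhibition at 20 µM, scaled to each plate's controls, above about 33%, limit read from the data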
# Target sequence (O00487 whole entry, looked up): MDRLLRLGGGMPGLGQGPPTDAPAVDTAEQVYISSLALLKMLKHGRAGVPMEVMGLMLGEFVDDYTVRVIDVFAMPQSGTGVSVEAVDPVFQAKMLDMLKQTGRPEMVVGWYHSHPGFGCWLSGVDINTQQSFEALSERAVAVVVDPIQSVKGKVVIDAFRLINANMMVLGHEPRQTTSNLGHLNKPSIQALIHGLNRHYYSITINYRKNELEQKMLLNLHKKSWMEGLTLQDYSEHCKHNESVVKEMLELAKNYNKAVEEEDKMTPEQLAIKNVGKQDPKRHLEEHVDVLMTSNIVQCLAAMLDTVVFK
# CSN inh: inhibitors of CSN-mediated cullin deneddylation, primary screen, biochemical, fluorescence polarization, uHTS; COP9 signalosome complex subunit 5 (Homo sapiens), Q92905; Purified CSN, SCF-Nedd8-OG deneddylation; inhibition, % at 12.5 µM; 0.38% of 360,000 active;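 active means pattern-corrected inhibition above about 35%, with an unprinted fluorescence ratio check between 0.5 and 1.5, limit read from the data, passing the limit was not always enough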;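 further: 0% = enzyme with substrate and 100% = substrate without enzyme; some results filed as inactive read as strong as hits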
# Target sequence (Q92905 whole entry, looked up, one chain of several): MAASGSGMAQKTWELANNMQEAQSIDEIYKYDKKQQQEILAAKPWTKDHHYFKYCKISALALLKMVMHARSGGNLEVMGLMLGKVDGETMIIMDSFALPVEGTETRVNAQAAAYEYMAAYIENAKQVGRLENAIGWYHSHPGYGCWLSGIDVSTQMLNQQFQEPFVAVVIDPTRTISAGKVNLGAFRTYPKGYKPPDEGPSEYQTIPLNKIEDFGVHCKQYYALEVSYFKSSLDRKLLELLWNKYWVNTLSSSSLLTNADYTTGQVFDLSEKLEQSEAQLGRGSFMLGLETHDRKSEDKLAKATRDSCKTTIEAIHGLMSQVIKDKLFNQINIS
#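 assay system = purified human Csn5 enzyme expressed in HEK293T cells | amount = 0.24 nM enzyme | buffer or medium = Tris/NaCl/DTT buffer, pH 7.5 | reagent = 10 nM SCFSkp2-Nedd8OG | compound = one concentration, 12.5 µM, 0.25% DMSO | times = 90 min reaction at room temperature | signal = FP | read-out basis = % inhibition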
# STEP inh: STEP phosphatase inhibitors, primary screen, biochemical, fluorescence intensity, uHTS | recombinant STEP, OMFP fluorogenic substrate | inhibition, % at 20 µM | 0.25% of 360,000 active | AID 588621, 2011;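 active means inhibition at 20 µM, scaled per plate between control wells, above about 37%, limit read from the data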;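 further: 0% = DMSO with enzyme and substrate and 100% = substrate only without enzyme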
#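 Test system: STEP tyrosine phosphatase / Reagent: OMFP at 25 µM / Doses: 20 µM, 1% DMSO / Read-out: percent inhibition scaled to no-enzyme and uninhibited-enzyme controls, plate-pattern corrected / Detection: FITC-channel fluorescence of OMFP product / Medium: Bis-Tris buffer pH 6.0, 2.5 mM DTT, 0.005% Tween 20 / Schedule: 20 min at room temperature, dark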
# LMPTP inh: LMPTP phosphatase inhibitors, primary screen, biochemical, fluorescence intensity, uHTS; Low molecular weight phosphotyrosine protein phosphatase (Homo sapiens), P24666; recombinant LMPTP-A, OMFP fluorogenic substrate; inhibition, % at 20 µM; 0.22% of 360,000 active; AID 651560, 2012;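 active means compounds that cut the enzyme signal by at least half of the control window in the single-dose screen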;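 further: plate controls were DMSO wells with enzyme plus substrate for no effect and substrate without enzyme for full effect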
# Target sequence (P24666 whole entry, looked up): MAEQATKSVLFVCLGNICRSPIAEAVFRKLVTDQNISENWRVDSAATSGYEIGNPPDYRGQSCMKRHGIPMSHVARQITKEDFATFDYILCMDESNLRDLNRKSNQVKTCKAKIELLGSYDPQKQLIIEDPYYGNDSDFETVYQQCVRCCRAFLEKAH
#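 Test system: LMPTP-A, protein tyrosine phosphatase of low molecular weight; Input: 0.625 nM enzyme; Incubation: 50 min dark incubation at room temperature; Signal: endpoint fluorescence intensity from OMFP dephosphorylation; Read-out basis: % inhibition versus control wells.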
# MsrA inhibitor: bovine MsrA enzyme inhibitors, primary screen, biochemical, absorbance, HTS; Methionine sulfoxide reductase A (Bos taurus); purified bovine MsrA, absorbance read-out; inhibition, % at 15.5 µM; 0.75% of 360,000 active; AID 651718, 2012; in the data active means inhibition above about 4.5%;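 further: 0% = vehicle wells with enzyme and 100% = reference inhibitor wells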
# SUMO1-SIM PPI: modulators of SUMO1 protein-protein interactions, primary screen, biochemical, uHTS; Small ubiquitin-related modifier 1 (Homo sapiens), P63165; SUMO1 binding to a labelled peptide, TR-FRET, 1 h; inhibition, % at 20 µM; 0.33% of 360,000 active; AID 602429, 2012; in the data active means inhibition above about 37%
# Target sequence (P63165 whole entry, looked up): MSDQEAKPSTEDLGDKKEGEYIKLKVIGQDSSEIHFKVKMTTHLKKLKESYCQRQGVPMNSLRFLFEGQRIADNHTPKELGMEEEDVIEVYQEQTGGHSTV
# TbMetRS inhib: T. brucei MetRS inhibitors, primary screen, biochemical, luminescence; inhibition, % at 11.9 µM; purified T. brucei MetRS, ATP depletion, Kinase-Glo luminescence; methionyl-tRNA synthetase (Trypanosoma brucei brucei); AID 624268, 2012; 0.4% of 360,000 active;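 active means inhibition above a per-plate cutoff of the control wells' mean inhibition plus 3 SD, cut at about 5.5% in these data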;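 further: 0% = DMSO wells median and 100% = median of wells with control inhibitor compound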
#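 Test system – parasite MetRS enzyme · Reagent – substrates ATP, L-methionine and bulk Escherichia coli tRNA · Doses – 11.9 µM compound single dose, 0.9% DMSO · Times – 15 min enzyme-compound preincubation, 2 h reaction, 10 min detection, 25 °C · Signal – Kinase-Glo luminescence, ATP depletion format · Controls – DMSO-only wells as low control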
# Scp-1 inhibitor: Scp-1 phosphatase inhibitors, primary screen, biochemical, colorimetric, uHTS; inhibition, % at 20 µM; Recombinant Scp1, phosphopeptide, malachite green phosphate absorbance; 0.88% of 340,000 active; Carboxy-terminal domain RNA polymerase II polypeptide A small phosphatase 1 (Homo …;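 active means inhibition above about 50% at 20 µM, limit read from the data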;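 further: plate controls were DMSO wells with enzyme for no effect and wells lacking enzyme for full effect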
#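 System: truncated SCP-1 phosphatase (76-261aa); medium: Tris acetate buffer pH 5.5 with MgCl2 and Tween-20; incubation: 45 min room-temperature reaction, 5 min colour, 30 min stabiliser; compound: single 20 µM dose, 1% DMSO; reagent: Phosphorylated 17-residue peptide substrate; read-out: % inhibition at 20 µM; technique: colorimetric free-phosphate detection, absorbance 630 nm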
# * hit, by the source's call; i = inactive; . = no result given.
SMILES,DNMT1 block,NadD inh,Rpn11 block,CSN inh,STEP inh,LMPTP inh,MsrA inhibitor,SUMO1-SIM PPI,TbMetRS inhib,Scp-1 inhibitor
COc1ccc(CCNC(=O)C2CC(=O)N(c3ccc(F)cc3)C2)cc1OC (stereo not drawn),3.8,-2.3,i,0.3,3.1,-1.9,1.4,-2.3,0.3,-8.0
Cc1ccc(C)c(OCc2cc(C(=O)N3CCNC(=O)C3)no2)c1,1.0,-1.7,i,-1.4,-0.8,-0.2,-0.6,2.3,-0.2,-3.1
Clc1cccc(Cl)c1Cn1cnc2c(NCc3ccco3)ncnc21,-1.8,8.1,i,-0.9,0.5,4.0,.,-3.3,-0.4,2.2
CC1=CC(=C(C#N)C#N)C=C(C)N1CCN1CCNCC1,-4.3,-6.0,i,31.9,5.8,8.4,6.5*,-0.9,-0.1,-0.3
COc1ccc(NC(=O)NCc2cccn2C)c(OC)c1,-5.0,-19.6,i,2.5,2.8,1.9,0.2,-4.1,-1.4,-0.3
C[C@@H]1CN([C@@H](C)CO)C(=O)c2cccc(NS(C)(=O)=O)c2O[C@H]1CN(C)Cc1ccc(C(=O)O)cc1,0.5,-4.7,i,2.7,2.8,-0.9,0.8,-2.6,-0.1,-7.7
CC(O)CNc1ccc([N+](=O)[O-])cc1S(=O)(=O)N1CCOCC1 (stereo not drawn),1.1,-1.4,i,-10.4,0.8,0.0,2.8,-31.3,-0.3,10.2
Cc1ccc(C(=O)NCc2ccccc2CN2CCCC2)cc1S(=O)(=O)N1CCOCC1,-0.8,-3.4,i,-1.8,1.8,0.1,-0.9,0.7,-0.2,-3.9
c1csc(CNCCCN2CCOCC2)c1,1.2,-0.6,i,0.2,-6.9,-12.8,-0.5,-7.7,-0.4,-18.1
CC1Nc2ccccc2C(=O)N1NS(=O)(=O)c1ccccc1 (stereo not drawn),3.5,6.7,i,-4.6,-5.2,-0.9,-0.1,-1.3,0.0,-9.6
COc1cccc(/C=C/C(=O)NNC(=O)c2ccncc2)c1OC,8.6,-2.1,i,-3.0,3.2,-1.6,2.0,-6.2,-0.1,-0.1
CC(C)[C@H](NC(=O)c1ccccc1)C(=O)OCC(=O)NCc1ccc2c(c1)OCO2,-0.9,0.9,i,-0.6,-3.3,-0.9,0.2,-0.7,-0.3,-1.1
COC(=O)c1ccc(CN2CCC(CO)(CCOc3ccccc3)CC2)cc1,-3.8,-12.1,i,-3.5,-1.0,-0.5,0.1,7.4,-0.7,-6.2
Cc1ccc(N(CC(=O)Nc2ccc3c(c2)OCCO3)S(C)(=O)=O)cc1,-0.8,-6.9,i,1.2,1.8,0.4,0.8,8.1,0.0,-4.1
COc1cccc(OC2(C)CCN(Cc3ccc(-c4ccccn4)cc3)C2)c1 (stereo not drawn),5.0,-1.7,i,3.0,0.2,0.1,-0.9,-0.5,-0.3,.
Clc1ccc(Cn2cccn2)cn1,3.0,-0.1,i,-5.8,-1.9,0.0,0.4,-2.9,-0.2,-0.3
CC1(C(=O)NS(=O)(=O)c2ccccc2C(F)(F)F)CCN1C(=O)CC1CCCC1 (stereo not drawn),7.8,-8.8,i,2.6,3.4,-2.1,-0.3,5.2,0.3,.
CC(=O)Nc1cc(Br)ccc1O,0.2,9.0,i,4.2,-1.3,-1.1,-1.2,2.2,1.9,-0.7
CCc1nnc(NS(=O)(=O)c2ccc(NC(=O)Nc3ccc(OC)cc3)cc2)s1,7.8,-1.1,i,-2.0,2.3,-1.9,-1.4,3.0,-1.3,2.4
CC(=O)c1c[nH]c(C(=O)NCc2cccc(C(F)(F)F)c2)c1,1.4,-7.4,i,0.0,-0.5,-0.3,-0.8,3.9,92.1*,-10.0
O=C(CCCCC(=O)Nc1ccc(F)cc1F)Nc1ccc(F)cc1F,5.8,-4.5,i,1.6,-0.3,-0.7,1.0,-1.1,3.8,-8.9
COc1ccccc1C(=O)NC(=O)COC(=O)CCS(=O)(=O)c1ccc(C)cc1,8.7,-7.9,i,1.4,0.2,-1.6,0.3,0.9,-0.9,-8.2
N#CCCn1c(O)c(N=NC(=O)CNC(=O)c2cccs2)c2ccccc21,0.3,-8.4,i,-0.2,-3.9,-1.8,1.9,-38.1,-0.6,-4.3
Cc1nc(C(=O)N(C)C)nn1-c1ccc([N+](=O)[O-])cc1,2.0,10.7,i,-3.4,1.4,-1.5,-1.2,-5.1,-0.3,-1.4
Cc1ccc2cc(C#N)c(N3CCCN(C(=O)c4cnccn4)CC3)nc2c1,-3.7,2.2,i,2.2,-0.2,-0.4,1.3,-12.1,3.8,-4.9
CC(=O)N1CCc2c(sc(NC(=O)c3ccc(S(=O)(=O)N(C)CC4CCCO4)cc3)c2C(N)=O)C1 (stereo not drawn),-7.0,7.3,i,10.2,-0.6,0.9,3.4,-10.3,-0.1,.
Fc1ccc(/C=N/NC(=S)Nc2cccnc2)cc1F,-4.2,-8.3,i,4.1,-1.1,-0.5,0.9,-1.7,0.1,0.6
O=C(N/N=C/C=C/c1ccccc1)c1ccc(Br)cc1,1.1,4.2,i,2.2,-4.0,23.0,3.4,12.6,-1.9,0.2
CCOC(=O)c1cccc(Nc2ncnc3ccccc23)c1,-2.0,6.5,i,2.0,-0.6,5.4,2.0,2.6,-0.5,-3.1
Clc1ccc(N/N=C/c2ccncc2)cc1Cl,-1.3,-4.1,i,-7.3,2.3,6.7,0.8,-3.7,-0.1,5.5
CCC1CCCCN1CC(O)COCc1cccc(OC)c1 (stereo not drawn),0.2,-0.6,i,2.0,0.1,1.3,-1.0,-2.2,-0.1,-3.8
O=C(COC(=O)c1cc(=O)[nH]c2ccccc12)NC1CCCCC1,0.8,1.0,i,-3.4,12.6,0.3,0.0,-15.0,-0.1,2.6
Cc1ccc(C)c(S(=O)(=O)NNC(=O)c2sc(NS(=O)(=O)c3ccccc3)nc2C)c1,1.2,-1.3,i,-3.5,-1.4,-0.1,0.6,-14.6,0.1,15.8
COc1nc(Oc2ccc(/C=N/O)cc2)nc(N(C)C)n1,-2.2,-6.7,i,2.1,-0.9,-0.3,0.4,-2.0,-0.4,-0.4
CC(=O)c1cccc(NC(=O)CSc2nc(N3CCOCC3)nc(N3CCOCC3)n2)c1,1.9,2.4,i,-3.2,2.7,0.3,0.8,-1.8,0.1,-1.6
CCOc1cc(/C=C(\C#N)C(=O)NCC2CCCO2)ccc1OCC(N)=O (stereo not drawn),1.3,1.6,i,-2.5,-4.8,-0.2,3.2,-3.1,-0.3,16.8
COc1ccc(-c2cc3c(=O)n(CC(=O)NCCN4CCCC4)nc(C)n3n2)cc1,-4.5,-1.7,i,0.1,-0.4,4.1,-1.1,-0.1,-0.1,-6.8
CCn1c(=O)c(=O)[nH]c2c(=O)oc3ccc(S(=O)(=O)Nc4ccc(OC)cc4)cc3c21,0.0,10.8,i,-0.7,3.2,0.5,3.2,-8.1,1.5,2.6
Cc1ccc(NC(=O)CSc2nnc(C3CC3)n2C)cc1S(=O)(=O)N1CCCCC1,0.7,1.9,i,0.4,-0.7,-1.9,0.2,0.2,-0.1,-3.3
CCCNC(=O)N1CCN(C(c2ccccc2)c2ccccc2)CC1,-1.0,-4.7,i,3.0,1.5,-0.8,0.0,-0.7,-0.3,-5.0
S=C(NCc1cccs1)Nc1ccc(Cl)cc1,2.6,-5.5,i,1.7,-0.1,0.5,0.3,2.3,-1.2,-4.8

# For reference, some entries already given.
SMILES,DNMT1 block,NadD inh,Rpn11 block,CSN inh,STEP inh,LMPTP inh,MsrA inhibitor,SUMO1-SIM PPI,TbMetRS inhib,Scp-1 inhibitor
Cc1ccc(C)c(S(=O)(=O)NNC(=O)c2sc(NS(=O)(=O)c3ccccc3)nc2C)c1,1.2,-1.3,i,-3.5,-1.4,-0.1,0.6,-14.6,0.1,15.8
COc1nc(Oc2ccc(/C=N/O)cc2)nc(N(C)C)n1,-2.2,-6.7,i,2.1,-0.9,-0.3,0.4,-2.0,-0.4,-0.4
CC(=O)c1cccc(NC(=O)CSc2nc(N3CCOCC3)nc(N3CCOCC3)n2)c1,1.9,2.4,i,-3.2,2.7,0.3,0.8,-1.8,0.1,-1.6
CCOc1cc(/C=C(\C#N)C(=O)NCC2CCCO2)ccc1OCC(N)=O (stereo not drawn),1.3,1.6,i,-2.5,-4.8,-0.2,3.2,-3.1,-0.3,16.8
COc1ccc(-c2cc3c(=O)n(CC(=O)NCCN4CCCC4)nc(C)n3n2)cc1,-4.5,-1.7,i,0.1,-0.4,4.1,-1.1,-0.1,-0.1,-6.8
CCn1c(=O)c(=O)[nH]c2c(=O)oc3ccc(S(=O)(=O)Nc4ccc(OC)cc4)cc3c21,0.0,10.8,i,-0.7,3.2,0.5,3.2,-8.1,1.5,2.6
Cc1ccc(NC(=O)CSc2nnc(C3CC3)n2C)cc1S(=O)(=O)N1CCCCC1,0.7,1.9,i,0.4,-0.7,-1.9,0.2,0.2,-0.1,-3.3

# Compound activity deposited in PubChem BioAssay by several laboratories.
